# RBX1-CUL1 inh: inhibitors of human ROC1-CUL1 ubiquitin ligase activity | AID 1347404, 2020 | E3 ubiquitin-protein ligase RBX1 (Homo sapiens) + Cullin-1 (Homo sapiens), P62877+Q13616 | in vitro K48 di-Ub FRET, acceptor:donor ratio, 45 min | inhibition, % at 10 µM | 140,000 compounds, 0.6% hits; in the data active means inhibition above about 25%
# Target sequence (P62877 whole entry, looked up): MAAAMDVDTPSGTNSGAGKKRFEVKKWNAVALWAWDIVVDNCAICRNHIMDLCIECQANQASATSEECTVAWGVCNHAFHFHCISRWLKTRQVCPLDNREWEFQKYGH
# Target sequence (Q13616 whole entry, looked up): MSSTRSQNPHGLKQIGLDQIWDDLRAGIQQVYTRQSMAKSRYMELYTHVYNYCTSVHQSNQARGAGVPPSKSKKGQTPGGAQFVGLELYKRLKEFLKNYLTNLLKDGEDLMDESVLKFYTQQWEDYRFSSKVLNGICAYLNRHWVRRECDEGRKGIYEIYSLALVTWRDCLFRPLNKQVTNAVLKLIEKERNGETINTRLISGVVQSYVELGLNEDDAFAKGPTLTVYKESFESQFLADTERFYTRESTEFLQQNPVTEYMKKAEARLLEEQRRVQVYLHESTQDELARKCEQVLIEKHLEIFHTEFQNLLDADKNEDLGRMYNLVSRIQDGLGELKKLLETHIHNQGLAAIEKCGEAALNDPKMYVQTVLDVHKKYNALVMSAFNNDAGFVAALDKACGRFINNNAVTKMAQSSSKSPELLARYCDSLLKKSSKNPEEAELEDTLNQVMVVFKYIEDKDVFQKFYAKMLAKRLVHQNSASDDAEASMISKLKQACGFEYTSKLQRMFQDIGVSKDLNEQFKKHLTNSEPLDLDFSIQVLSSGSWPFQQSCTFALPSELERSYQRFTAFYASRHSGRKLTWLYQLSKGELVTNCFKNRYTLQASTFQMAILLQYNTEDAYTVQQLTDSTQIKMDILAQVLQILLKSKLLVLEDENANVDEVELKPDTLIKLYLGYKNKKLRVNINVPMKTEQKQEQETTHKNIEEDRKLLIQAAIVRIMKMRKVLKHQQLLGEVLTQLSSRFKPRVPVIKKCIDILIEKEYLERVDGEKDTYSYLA
# * = called active by the depositor.
compound | RBX1-CUL1 inh
Cn1c(=O)cc(SCC(=O)N2CCN(c3ccccc3F)CC2)c2ccc(Cl)cc21 | -1
CCN1CCN(c2nc(-c3ccc(OC)cc3)cc(=O)[nH]2)CC1 | 6
C=CCOc1c(Cl)cc(CNC(C)(C)C)cc1OC | 9
Nc1c(C(=O)N2CCOCC2)sc2nc3c(cc12)CCCCC3 | 6
O=C(c1ccc(C(F)(F)F)cc1)N1CCC(c2noc(-c3ccc(S(=O)(=O)N4CCCC4)cc3)n2)CC1 | -7
Cc1cccc(N2CCN(C(=O)CCCn3ncn4c(cc5occc54)c3=O)CC2)c1C | 0
Nc1c(C(=O)Nc2ccc3c(c2)OCO3)sc2nc(-c3ccc(F)cc3)ccc12 | 0
O=C(NCc1cccs1)C1CCN(C(=O)N2CCOc3ccccc32)CC1 | -1
C=C(C)COc1ccc(NC(=O)Nc2ccccc2)cc1 | 5
Cc1cccc(Oc2ccc(NC(=O)C3CCC(C)(C(=O)O)C3(C)C)cc2)c1C (configuration not stated) | -6
O=[N+]([O-])c1ccccc1OCC#CCO | -5
C=CCSc1nnc2c(n1)OC(c1cccc(OC3CCCC3)c1)N(C(=O)CC)c1ccccc1-2 (configuration not stated) | 10
O=C(NCc1cccc(OC(F)(F)F)c1)C1CC(Cc2cccc(F)c2)=NO1 (configuration not stated) | -4
CCOC(=O)C(C)Sc1nc(-c2ccccc2)nc2ccc(Cl)cc12 (configuration not stated) | 3
CCCCN(C)S(=O)(=O)c1cc(Br)ccc1OC | 5
COc1ncccc1C(=O)NCc1nc(-c2ccccc2NC(=O)CCOc2ccccc2)oc1C | -2
CCc1nnc(NC(=O)NCc2nc3ccc(F)cc3[nH]2)s1 | 4
Nc1nnc(SCC(=O)Nc2ccc3nc(SCC(=O)N4CCOCC4)sc3c2)s1 | 14
COc1cc(OC)c(NC(=O)c2ccc3c(c2)N(Cc2ccc(C)cc2)CCS3)cc1Cl | 2
Cc1ccsc1C(=O)N1CCc2onc(-c3ccc(Cl)cc3)c2C1 | 12
CCOc1cccc(C2Oc3nc(SC)nnc3-c3ccccc3N2C(C)=O)c1OC (configuration not stated) | 3
CCOC(=O)C(NC(=O)c1ccco1)(Nc1sc2c(c1C(=O)OC)CCCC2)C(F)(F)F (configuration not stated) | 9
COc1ccc(C2=NNC(c3ccc(Cl)cc3)=Nc3ccc(F)cc32)cc1 | -3
COc1ccc(NC(=S)NC2CCCC2)cc1 | 9
Cc1ccc(-c2nc(S(=O)(=O)c3ccc(C)cc3)c(N3CCCCC3)o2)cc1 | 1
Cc1nonc1C1CCCN1C(=O)c1coc(Cn2cnc3ccccc32)n1 (configuration not stated) | -5
O=C1C(c2ccccc2)=C(c2ccccc2)OC2(c3ccccc3)CC(c3ccccc3)Sc3ccccc3N12 (configuration not stated) | 6
O=C1Cc2ccccc2Sc2c(Br)cccc21 | 1
COc1cccc2c1OCC(CN1CCCC1c1ccc(C(N)=O)s1)=C2 (configuration not stated) | -9
CN(C(=O)CSc1cn(CC(=O)N2CCCCCC2)c2ccccc12)c1ccccc1 | -10
O=C(CCSc1nc(-c2ccco2)cc(C(F)(F)F)n1)NCc1cccs1 | -2
Cc1ccc(-n2c(SCC(=O)N3CCCCC3)nnc2-c2ccncc2)cc1 | 7
CCOC(=O)N1CCN(C2CCCN(C(=O)c3ccccc3SC)C2)CC1 (configuration not stated) | -1
NC(=O)C1CN(CC(F)(F)F)c2ccccc2N1 (configuration not stated) | -4
CCN(CC)c1ccc(C(C2C(=O)CC(C)(C)CC2=O)C2C(=O)CC(C)(C)CC2=O)c(O)c1 | 12
Cc1ccc(S(=O)(=O)NCC2CCC(C(=O)N(C)Cc3ccccc3)CC2)cc1 (configuration not stated) | 1
CN1C(=O)c2ccc(C(=O)N3CCCC(Nc4ccc5c(c4)OCCO5)C3)cc2C1=O (configuration not stated) | -11
O=C1CS/C(=N\N=C\c2cc(I)cc(I)c2OCc2ccccc2)N1 | 1
NC(=O)C(=O)NN=C1CCC(c2ccccc2)CC1 (configuration not stated) | -4
CCOc1ccc(C2C(C(=O)Nc3cccnc3)C(C)=Nc3nc(CCCO)nn32)cc1OC (configuration not stated) | 0

# The closing three compounds of the section before lead into the next:
compound | RBX1-CUL1 inh
O=C1CS/C(=N\N=C\c2cc(I)cc(I)c2OCc2ccccc2)N1 | 1
NC(=O)C(=O)NN=C1CCC(c2ccccc2)CC1 (configuration not stated) | -4
CCOc1ccc(C2C(C(=O)Nc3cccnc3)C(C)=Nc3nc(CCCO)nn32)cc1OC (configuration not stated) | 0
CCCCC(=O)NCCc1nc2ccccc2[nH]1 | 0
CCN(C(=O)CSc1nc2ccccc2[nH]1)c1ccccc1 | -10
Cc1ccc2c(c1)C(=O)C(C(c1ccccc1Cl)C1C(=O)Oc3ccc(C)cc3C1=O)C(=O)O2 (configuration not stated) | 63*
COc1cc2ccccc2cc1C(=O)Nc1cccc(-c2nc3cc(C)ccc3o2)c1C | 6
CCC(=O)N1CCc2cc(S(=O)(=O)NC(C(=O)NCCc3ccccc3)C(C)C)ccc21 (configuration not stated) | 4
Cc1cccc(C)c1NC(=O)c1ccccc1N | -5
CCc1ccc2c(c1)NC(c1ccc(F)cc1)=NC(c1ccncc1)=N2 | -4
O=C(N=C1SCC(=O)N1c1ccccc1)c1ccccc1 | -6
CCOc1ccc(-c2[nH]nc3c2C(c2ccc(O)cc2)C(C#N)C(=N)O3)c(OCC)c1 (configuration not stated) | 7
Cc1ccc(-c2ccc(S(=O)(=O)N3CCCCCC3)cc2)cc1 | -4
Cc1cc(Cl)ccc1NC(=O)c1cc(S(=O)(=O)N2CCOCC2)cn1C | -6
O=C(c1ccc(Br)o1)N1CCN(c2cccc(C(F)(F)F)c2)CC1 | -7
CCOC(=O)C1=C(C)N=c2s/c(=C/c3ccc(-c4ccccc4Cl)o3)c(=O)n2C1c1ccccc1 (configuration not stated) | 0
Cn1c(=O)n(-c2ccc3c(c2)OCO3)c2nc(-c3ccc(Cl)cc3)nc(C(N)=O)c21 | -5
CSc1cccc(NS(=O)(=O)c2ccccc2)c1 | 3
CCOCC(=O)Nc1ccc(F)cc1 | 8
COc1ccc(NC(=O)Cn2cnc3sc(C)c(S(=O)(=O)N4CCN(c5ccccc5OC)CC4)c3c2=O)cc1OC | 9
CSc1nn(Cc2ccc(Cl)cc2)c(N(C(C)=O)C(C)=O)c1S(=O)(=O)c1ccccc1 | -3
O=C(O)c1ccccc1SC1CC(=O)N(c2ccc(Br)cc2)C1=O (configuration not stated) | 7
CC1(C)CC(=O)C2=C(C1)n1c(nc(=O)c3c4c(sc31)CCCC4)C(C#N)C2c1ccccc1 (configuration not stated) | -15
Cc1cc(C)c(/C=C/c2onc(C)c2S(=O)(=O)N2CCC(C(=O)Nc3ccc(Cl)c(C(F)(F)F)c3)CC2)c(C)c1 | 3
Cc1cc(C(F)(F)F)nn1CC(=O)NNC(=S)Nc1ccc(F)cc1 | 0
CC(=O)Nc1ccc(NC(=O)c2cc(=O)c3ccccc3o2)cc1 | 5
CCOc1ccccc1N(C)C(=O)c1c2c(nc3ccccc13)C(=O)N(C1CCCCC1)C2 | 8
COc1ccc(S(=O)(=O)Nc2ccc(S(=O)(=O)Nc3cccc(Cl)c3C)cc2)cc1Br | -3
CC(C(=O)Nc1cccnc1)C1Sc2ccccc2NC1=O (configuration not stated) | 5
CCc1ccc(-c2cc(C)no2)cc1S(=O)(=O)NCc1ccco1 | 7
Cn1cc(CN2CCC(CCC(=O)NCc3cccc(Cl)c3)CC2)cn1 | 0
CC(C)C(=O)N1CCN(Cc2cccc(F)c2)CC1 | -5
COc1ccc2c(O)c(C(=O)Nc3cc(C)on3)oc2c1 | 5
COC(=O)c1ccccc1OC(=O)c1ccc(OC)c(OC)c1 | 2
CC(C)(C)c1ccc(Cn2nc(-c3ccccc3)nc2-c2ccccc2)cc1 | 6
CCOc1ccc(/C=C/c2nc(C#N)c(N(C)C)o2)cc1 | -5
COc1ccc(Nc2nnc(-c3ccc(C)c(S(=O)(=O)NCc4ccccn4)c3)c3ccccc23)cc1 | -5
Cc1nc2cc(NC(=O)C3CC34CCN(C(=O)c3cccc(Cn5cccn5)c3)CC4)ccc2s1 (configuration not stated) | 9
COc1cc(CNC2COc3c(cccc3OC)C2)cc(Cl)c1OC (configuration not stated) | 7
O=C(CN1CCCCCC1)NCc1cccnc1Oc1ccccc1 | 2
CCOC(=O)N1CCN(Cc2ccccc2OCC(O)CN2CCCCC2)CC1 (configuration not stated) | 1
Cc1nn(Cc2cccc(C(=O)NCc3c[nH]c4ccccc34)c2)c(C)c1[N+](=O)[O-] | -1
Cc1nc(-c2ccccc2)c(C(=O)Nc2cccc(C(F)(F)F)c2)s1 | -7

# The final 3 compounds of the section before come first, to join the parts:
compound | RBX1-CUL1 inh
CCOC(=O)N1CCN(Cc2ccccc2OCC(O)CN2CCCCC2)CC1 (configuration not stated) | 1
Cc1nn(Cc2cccc(C(=O)NCc3c[nH]c4ccccc34)c2)c(C)c1[N+](=O)[O-] | -1
Cc1nc(-c2ccccc2)c(C(=O)Nc2cccc(C(F)(F)F)c2)s1 | -7
O=C(Cc1ccc(Cl)cc1)Nc1ccc2oc(-c3ccc(F)cc3)nc2c1 | 1
O=C1CC2Sc3ccccc3N=C2N1 (configuration not stated) | 5
O/N=C1\CSCc2ccccc21 | -1
O=C(CSc1ncc2c(n1)-c1ccccc1N(Cc1ccc(Cl)cc1)S2(=O)=O)c1ccccc1 | 6
Cc1occc1C(=O)NNC(=O)CCCC(=O)NNC(=O)c1ccoc1C | 1
CCc1ccccc1NC(=O)CCc1ccc(C)cc1 | 2
Cn1c(=O)[nH]c2cc(-c3noc(-c4ccc(C#N)cc4)n3)ccc21 | -1
COc1cc(NC(=O)CCCOc2cc(=O)n(C)c3ccccc23)cc(OC)c1OC | 5
COc1ccccc1CNc1ncnc2onc(-c3ccc(Cl)cc3)c12 | -13
COc1cccc(-c2nc(CS(=O)CC(=O)N3CCN(c4cccc(C(F)(F)F)c4)CC3)c(C)o2)c1 (configuration not stated) | -1
O=C(c1cnc[nH]1)N1CCOC(CC2CCCCC2)C1 (configuration not stated) | 3
CCc1ccc(NC(=O)Cn2nc(SC)c(S(=O)(=O)c3ccc(OC)cc3)c2N)cc1 | -6
CCCCCCCCCCN=C(C)C1N=C(c2ccc(Cl)cc2)OC1=O (configuration not stated) | 2
O=C(CSc1nnc(-c2cnn(-c3ccccc3)c2-n2cccc2)o1)Nc1ccc(Cl)cc1 | 15
CCCC(=O)Oc1c(Sc2ccc(Cl)cc2)c(C)nn1-c1ccccc1 | 5
N=C1/C(=C\c2ccco2)C(=O)N=C2SC(C34CC5CC(CC(C5)C3)C4)=NN12 | 9
COc1cccc(NC(=O)C2CC(=O)N(c3ccc(Br)cc3)C2)c1 (configuration not stated) | 3
COC(=O)C1=C(C(=O)OC)SC2(S1)C(C(=O)OC)=C(C(=O)OC)SC1=C2c2cc(C)c(C)cc2NC1(C)C | -6
N#Cc1c(NC(=O)CSc2nnnn2-c2ccccc2)sc2c1CCCCC2 | 5
O=C(CC1Sc2ccccc2NC1=O)Nc1cccnc1 (configuration not stated) | 7

# 2 entries from above, with values ahead of the structure.
RBX1-CUL1 inh	Compound
3	O=C(c1cnc[nH]1)N1CCOC(CC2CCCCC2)C1 (configuration not stated)
-6	COC(=O)C1=C(C(=O)OC)SC2(S1)C(C(=O)OC)=C(C(=O)OC)SC1=C2c2cc(C)c(C)cc2NC1(C)C

# Next records.
compound | RBX1-CUL1 inh
CCCCCc1nn2cc(-c3ccccc3)nc2s1 | 2
COc1cc(Cl)ccc1OC(=O)c1cn(-c2ccccc2OC)c(=O)c2ccccc12 | 2
CCNC(=S)N1CCC(C(N)=O)CC1 | 13
S=c1c(-c2ccccc2)c1-c1ccccc1 | 2
CCCOC(=O)c1ccc(NC(=O)C2CC(=O)N(c3cc(C)ccc3C)C2)cc1 (configuration not stated) | 6
Cc1ccc(NC(=O)CCCc2nnc3n(C)c(=O)c4sccc4n23)cc1C | 1
CC(CNC(=O)Cn1ccc2cc(S(=O)(=O)N3CCCCC3)ccc21)c1ccccc1 (configuration not stated) | -2
Cc1nc2sc3c(SCC(N)=O)ncnc3c2c2c1CCCC2 | 0
O=C(Oc1ccc2c(c1)OCO2)c1ccco1 | 1
CCc1ccc(NC(=O)c2ccc(NS(=O)(=O)c3c(C)noc3C)cc2)cc1 | -3
CC(C)(C)c1[nH]nc2c1C(c1ccc(Cl)cc1Cl)C(C#N)C(=N)O2 (configuration not stated) | 19
COc1ccc(NC(=O)C2C(C)=Nc3ncnn3C2c2cccn2C)cc1 (configuration not stated) | 11
CCOC(=O)c1c(NC(=O)CCN2CCCCCC2)sc2c1CCC(C)C2 (configuration not stated) | 8
COCCCN1C(=O)S/C(=C/c2cccs2)C1=O | -1
CCCOc1ccc(C(=O)NNC(=S)NC(=O)c2cccc([N+](=O)[O-])c2)cc1 | 4
CCCc1cc(=O)oc2cc(OC)c(OC)cc12 | 1
Cn1ccnc1Sc1nc2c(c(=O)n(C)c(=O)n2C)n1Cc1cccc(Cl)c1 | 4
CC(C)(C)c1cc(C(C)(C)C)c(Br)c(N)c1Br | 13
CCOC(=O)C1C(=N)N(c2cccc(C(F)(F)F)c2)C2=C(C(=O)CCC2)C1c1ccc(OC)c(O)c1 (configuration not stated) | 0
CCOc1cc(/C=C2\SC(=N)NC2=O)cc(Br)c1OCCOc1cccc(C)c1 | 9
COc1cc(C(C)=O)ccc1OCC(O)Cn1nc(C)c(Br)c1C (configuration not stated) | -1
Cc1ccc(S(=O)(=O)c2nnn3c2nc(Nc2ccc(C(C)C)cc2)c2sccc23)cc1C | -7
Cc1ccc(C(=O)N2c3ccc(F)cc3CCC2C)cc1 (configuration not stated) | 5

# Source: PubChem BioAssay (Icahn School of Medicine at Mount Sinai)

# Not all compounds are listed, so the mix of outcomes need not match the whole.
